Screens: PubChem BioAssay, National Center for Advancing Translational Sciences (NCATS)
Tb PGK inh = T. brucei PGK inhibition. hit rate 0.043% among 380,000. P07378. Potency, µM (titrated, usually from 57.5 µM), for inactives: at the highest dose activity change, negative = inhibition, usual class: inhibitors. PGK/GAPDH coupled, Kinase-Glo luminescence, 60 min; further: on the % scale 0 is the no-effect control and ±100 the full control effect; nearly all actives have a fitted effect of over 60% in size
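Luminescent ATP detection (Kinase-Glo Plus) follows a 60-minute room-temperature incubation, with wells lacking PGK as controls. Buffer: 100 mM TEA (pH 7.6), 5 mM MgCl2, 0.01% Tween-20. Coupling enzyme GAPDH (100 nM final) supplies unstable 1,3-BPG in-well.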
GLS inhibitor = inhibitors of human glutaminase (GLS). hit rate 0.21% among 410,000. O94925. Potency, µM (top dose mostly 45.5 µM), inactives show at the highest dose activity change, negative = inhibition, actives largely listed as inhibitors. GLS enzymatic activity, qHTS titration; further: on the % scale 0 is the no-effect control and ±100 the full control effect
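Glutamate formation by hKGA was monitored fluorometrically using coupled glutamate oxidase, HRP and Amplex Red. Substrate was added as 1 mM L-glutamine solution; incubation was 30 min at RT after an initial read.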
Pin1 inhibitor = inhibitors of human Pin1; Pin1 FP peptide displacement, HiFluor488, 10 min; Q13526; hit rate 0.009% among 390,000; Potency, µM (highest dose often 115 µM), without a hit: at the top dose activity, negative = inhibition, hits mostly inhibitors; active means well fitted inhibition curve with a large enough effect in the polarisation, with a control signal flat, not every such curve was filed as active; inconclusive means small, poorly fitted or top-dose-only effect, or effect the other way, or a change in a side signal; inactive means no such curve, though single readings can be large or run the other way; the % refers to the polarisation; further: on the % scale 0 is the no-effect control and ±100 the full control effect
Target sequence (Q13526 whole entry, looked up): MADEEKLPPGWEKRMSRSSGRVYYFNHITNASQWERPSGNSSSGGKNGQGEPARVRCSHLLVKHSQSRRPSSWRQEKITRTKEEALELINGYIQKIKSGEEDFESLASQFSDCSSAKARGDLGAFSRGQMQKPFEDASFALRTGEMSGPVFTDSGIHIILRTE
TrxR1 inh = inhibitors of rat thioredoxin reductase 1 | AID 588453 | O89049 | Potency, µM (highest dose often 114 µM), inactives show at the top dose activity change, negative = inhibition, actives largely listed as inhibitors | recombinant rTrxR1, NADPH fluorescence consumption, selenite substrate | hit rate 1% among 390,000; further: on the % scale 0 is the no-effect control and ±100 the full control effect; nearly all actives have a fitted effect of over 65% in size
Target sequence (O89049 whole entry, looked up): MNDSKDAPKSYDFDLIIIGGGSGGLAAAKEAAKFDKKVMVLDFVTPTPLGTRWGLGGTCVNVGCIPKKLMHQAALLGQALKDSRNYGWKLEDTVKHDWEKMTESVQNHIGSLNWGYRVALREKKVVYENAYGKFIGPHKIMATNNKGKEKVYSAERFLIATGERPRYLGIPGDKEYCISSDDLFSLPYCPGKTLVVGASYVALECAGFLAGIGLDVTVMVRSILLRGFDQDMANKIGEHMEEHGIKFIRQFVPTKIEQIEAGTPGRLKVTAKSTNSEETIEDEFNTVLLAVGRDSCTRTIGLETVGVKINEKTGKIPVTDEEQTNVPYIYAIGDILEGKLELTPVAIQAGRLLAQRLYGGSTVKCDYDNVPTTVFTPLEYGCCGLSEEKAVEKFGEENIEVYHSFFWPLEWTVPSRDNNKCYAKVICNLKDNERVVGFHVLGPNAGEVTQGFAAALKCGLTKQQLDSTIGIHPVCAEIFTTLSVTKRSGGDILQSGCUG
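Rat TrxR1 (90 nM in the dispensed reagent) was pre-reduced with 400 uM NADPH for 5 min at room temperature, then incubated with compound for 15 min. After 400 uM selenite was added, NADPH fluorescence (Ex 340/Em 450 nm) was followed for 8 min.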
HP1b binding inh = blocks HP1-beta chromodomain binding to methylated histone tails | P83916 | AlphaScreen HP1-beta / biotin-H3K9me3 peptide binding | Potency, µM (titrated, usually from 114 µM), for inactives: at the top dose activity change, negative = inhibition, actives largely listed as inhibitors | hit rate 0.56% among 390,000; further: nearly all actives have a fitted effect of over 70% in size; inactives centre near 23
Target sequence (P83916 whole entry, looked up): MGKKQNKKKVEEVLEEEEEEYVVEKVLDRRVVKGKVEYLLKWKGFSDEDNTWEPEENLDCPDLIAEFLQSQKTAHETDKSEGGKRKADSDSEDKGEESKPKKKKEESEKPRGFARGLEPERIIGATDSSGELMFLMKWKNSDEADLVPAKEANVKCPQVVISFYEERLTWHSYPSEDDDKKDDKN
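Compound inhibition of the preformed complex between 50 nM HP1-beta and 50 nM biotinylated H3K9me3 peptide was read by AlphaScreen. Buffer was PBS pH 7.4 with 0.01% Tween-20. Incubations ran 30 min at room temperature, with 10 ug/mL donor/acceptor beads.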
ALOX12 inh = blocks human arachidonate 12S-lipoxygenase. hit rate 1.1% among 580,000. Potency, µM (highest dose often 108 µM), for inactives: at the top dose activity change, negative = inhibition, most hits filed as inhibitors. purified 12hLO, xylenol orange hydroperoxide absorbance. P18054; further: on the % scale 0 is the no-effect control and ±100 the full control effect
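Purified human 12hLO (150 nM final) in 25 mM Hepes, 0.01% Triton X-100, pH 7.0 was preincubated 15 min at room temperature with compound. Then 40 uM arachidonic acid was added, 30 min. Hydroperoxide was read by Fe-XO absorbance ratio 573/405 nm.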
RGS4 inh = blocks human RGS4-accelerated GTP hydrolysis; Transcreener GDP fluorescence polarization, RGS4-accelerated GTP hydrolysis; Potency, µM (series often up to 114 µM), inactives show top-dose activity change, negative = inhibition, hits mostly inhibitors; hit rate 0.039% among 390,000; AID 504845; further: on the % scale 0 is the no-effect control and ±100 the full control effect; nearly all actives have a fitted effect of over 75% in size; some results filed as inactive show a strong effect at the top dose
Target sequence (P49798 whole entry, looked up): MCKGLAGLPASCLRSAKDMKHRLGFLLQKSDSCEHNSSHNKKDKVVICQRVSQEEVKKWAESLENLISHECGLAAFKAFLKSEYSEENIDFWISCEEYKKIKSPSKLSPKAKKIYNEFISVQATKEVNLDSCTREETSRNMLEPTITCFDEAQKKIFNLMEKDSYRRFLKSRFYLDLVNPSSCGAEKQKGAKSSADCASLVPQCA
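MLSMR compounds (23 nl, pin-transferred) preincubated 10 min at room temperature with a 500nM (2x) first reagent, then RGS4 at 900nM (2x) plus Transcreener GDP mix added; fluorescence polarization (620/688 nm) read before and after 90 min at 30 °C.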
ERG Ets-DNA blk = blocks human ERG Ets domain binding to DNA | P11308 | fluorescence polarization, His-ERG Ets domain / labelled DNA | Potency, µM (doses to about 76.9 µM), for the others: at the top dose FP activity, negative = inhibition, actives largely listed as inhibitors | hit rate 0.028% among 370,000 | AID 624246; active means well fitted inhibition curve with a large enough effect in the polarisation, with a control signal flat; inconclusive means small, poorly fitted or top-dose-only effect, or effect the other way, or a change in a side signal; inactive means no such curve, though single readings can be large or run the other way; the % refers to the polarisation;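 further: polarization taken with two DNA probes labelled with fluorescein and Texas red; % of control where 0% means no effect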
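His-tagged ERG Ets domain (1 uM in the protein solution; 300mM KCl, 50mM Tris-HCl, 1mM EDTA, 1mM DTT, pH 7.5) received compound, then a probe mix of 5 nM fluorescein-DNA and 100nM Texas-615-DNA. Fluorescence polarization was read for both dyes.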
JMJD2A Tudor = blocks the human JMJD2A Tudor domain; hit rate 4.4% among 390,000; Potency, µM (doses to about 114 µM), without a hit: at the highest dose activity change, negative = inhibition, usual class: inhibitors; O75164; AID 504339; AlphaScreen JMJD2A-Tudor / H3K4me3 peptide binding; further: on the % scale 0 is the no-effect control and ±100 the full control effect; nearly all actives have a fitted effect of over 50% in size
Starred values were filed as active, the others as inactive; i = inactive; ? = inconclusive; [ ] = dose if it differs, or a comment. Unless noted, the call rests on the fitted dose curve; in most records, active means well fitted curve in the direction sought with a large enough effect; inconclusive means small, poorly fitted or top-dose-only effect, or another doubt; inactive means no such curve, though single readings can be large; an effect the other way counts as inactive or inconclusive. Potency means the concentration at half of the fitted maximal effect. The list is partial; the hit share may differ from the screen's.

1: CCOc1ccc(OCC)c(NC(=O)C2CCN(S(=O)(=O)c3cnc[nH]3)CC2)c1
2: CCOC(=O)C1=C(COC(=O)COc2ccccc2C#N)NC(=O)NC1C (configuration not stated)
3: CCSc1nnc(NC(=O)c2cccnc2)s1
4: COc1ccccc1-c1nnc(SCC(=O)Nc2cccnc2Cl)n1C
5: CCN(C(=O)COC(=O)c1cccc(C)c1[N+](=O)[O-])c1c(N)n(Cc2ccccc2)c(=O)[nH]c1=O
6: O=C(Nc1ccc(S(=O)(=O)Nc2ncccn2)cc1)c1cccc(S(=O)(=O)N2CCCC2)c1

Compound	1	2	3	4	5	6
Tb PGK inh	-10%	0%	-1%	-3%	0%	1%
Pin1 inhibitor	-8%	-1%	-3%	-1%	-4%	-1%
ERG Ets-DNA blk	-7%	-4%	-3%	-8%	-4%	6%
GLS inhibitor	10%	-14%	-1%	-1%	0%	4%
HP1b binding inh	29%	23%	37%[activator]	20%	27%	26%
ALOX12 inh	0%[57.4 µM]	-11%	2%	6%	-2%	-8%
TrxR1 inh	14%	2%	1%	23%	10%	8%
JMJD2A Tudor	-26%	8%	-9%	-21%	-2%	5%
RGS4 inh	-23%	-7%	0%	0%	-13%	8%

7: COc1ccc(/C=C2\SC(=O)N(CCNC(=O)CN3C(=O)NC4(CCCC4)C3=O)C2=O)cc1
8: COc1ccc(-c2cc(C(F)(F)F)nc(SCC(=O)NC(C)c3ccccc3)n2)cc1 (configuration not stated)
9: CC(=O)N(NC(=O)c1ccc(C)cc1)C1CC(=O)N(c2ccccc2Cl)C1=O (configuration not stated)
10: CN(C)S(=O)(=O)N1CCC(c2ccc(F)cc2)C(COc2ccc3c(c2)OCO3)C1 (configuration not stated)
11: COc1ccc(NC(=O)C(c2cc3c(cc2[N+](=O)[O-])OCO3)N(C)C)cc1 (configuration not stated)
12: Cc1ccc(C(=O)N2CCCCC2C(=O)O)cc1S(=O)(=O)N1CCCCC1 (configuration not stated)

Compound	7	8	9	10	11	12
Tb PGK inh	-6%	i	2%	0%	-7%	i
Pin1 inhibitor	2%	1%	-2%	-2%	-7%	0%
ERG Ets-DNA blk	0%	2%	-2%	0%	5%	?
GLS inhibitor	-2%	1%	10%	-6%	-1%	-17%
HP1b binding inh	13%	15%	34%[activator]	3%	-6%	39%[activator]
ALOX12 inh	-23%	-14%	-15%	0%	-8%	-4%
TrxR1 inh	-8%	20%	11%[57.1 µM]	3%[57.1 µM]	11%[57.1 µM]	9%[57.1 µM]
JMJD2A Tudor	-21%	-11%	-9%	-25%[11.4 µM]	-22%	-8%
RGS4 inh	-25%	3%	4%	-12%[11.4 µM]	-2%	-35%

Entries of single compounds as entered above. Order of screens: Tb PGK inh | Pin1 inhibitor | ERG Ets-DNA blk | GLS inhibitor | HP1b binding inh | ALOX12 inh | TrxR1 inh | JMJD2A Tudor | RGS4 inh
CN(C)S(=O)(=O)N1CCC(c2ccc(F)cc2)C(COc2ccc3c(c2)OCO3)C1 (configuration not stated) across the screens: 0% | -2% | 0% | -6% | 3% | 0% | 3%[57.1 µM] | -25%[11.4 µM] | -12%[11.4 µM]
O=C(Nc1ccc(S(=O)(=O)Nc2ncccn2)cc1)c1cccc(S(=O)(=O)N2CCCC2)c1 across the screens: 1% | -1% | 6% | 4% | 26% | -8% | 8% | 5% | 8%
CC(=O)N(NC(=O)c1ccc(C)cc1)C1CC(=O)N(c2ccccc2Cl)C1=O (configuration not stated) across the screens: 2% | -2% | -2% | 10% | 34%[activator] | -15% | 11%[57.1 µM] | -9% | 4%

(next part)
13: c1ccc(SCc2nc3ccccc3s2)nc1
14: COc1ccc(-c2noc(CNC(=O)c3ccc(OC)cc3OC)n2)cc1
15: COCCNC(=O)CCn1c(=O)c2cc(OC)c(OC)cc2n(CC(=O)Nc2ccccc2OC)c1=O
16: CC(C)c1ccc(NC(=O)N2CCC(c3nc4ccccc4o3)CC2)cc1
17: COc1ccc(/C=C2\N=C(C)N(c3ccc4ccccc4c3)C2=O)cc1OC
18: CCOC(=O)N1CCN(C(=O)COC(=O)CSc2cc(C)c(Br)cc2C)CC1

Compound	13	14	15	16	17	18
Tb PGK inh	i	-1%	-3%	2%	-1%	-3%
Pin1 inhibitor	-5%	29%	6%	1%	?	4%
ERG Ets-DNA blk	10%	15%	0%	3%	4%	1%
GLS inhibitor	1%	3%	4%	3%	0%	1%
HP1b binding inh	66%[activator]	52%[activator]	27%	18%	31%	27%
ALOX12 inh	0%	-5%	-16%	24%	0%	-6%
TrxR1 inh	-9%	20%	1%	-4%	-1%	9%
JMJD2A Tudor	18%	-9%	0%	-13%	-7%	6%
RGS4 inh	-20%	-15%	0%	5%	8%	-10%

19: CCc1ccc2c(c1)c(N=NC1=NC(=O)CS1)c(O)n2C
20: O=C(C1CCC(Cn2c(=O)c3sccc3n(Cc3ccccc3)c2=O)CC1)N1CCOCC1 (configuration not stated)
21: CCOC(=O)C(NCc1ccccc1OC)(NC(=O)CC)C(F)(F)F (configuration not stated)
22: O=C(NCc1ccccc1)c1ccc(Cl)nc1
23: Cc1nn(-c2cc(C)c3ccccc3n2)c2c1CCC2
24: CCN(CCc1ccccc1)c1ccc2c(c1)C1CC2CCN1C(=O)OCc1ccccc1 (configuration not stated)

Compound	19	20	21	22	23	24
Tb PGK inh	i	7%	-16%	6%	-6%	0%
Pin1 inhibitor	1%	3%	-3%	1%	1%	-1%
ERG Ets-DNA blk	-2%	-2%	-3%	2%	-3%	3%
GLS inhibitor	16%	5%	0%	11%	0%	18%
HP1b binding inh	-9%	12%	73%[activator]	-8%	35%	-7%
ALOX12 inh	-7%	-11%	0%	2%	?	-8%
TrxR1 inh	-22%	21%[57.1 µM]	4%	23%[57.1 µM]	13%	12%
JMJD2A Tudor	-33%	-12%	-4%	-19%	0%	?
RGS4 inh	-11%	18%	?	-51%	10%	-17%

25: CC1CN(C(=O)COC(=O)c2cc([N+](=O)[O-])ccc2Cl)CC(C)O1 (configuration not stated)
26: COc1ccc(C(C(=O)NCc2ccccc2)N(C(=O)c2snc(C(N)=O)c2N)c2ccccc2OC)cc1OC (configuration not stated)
27: COc1cccc(/C=N/NC(=O)Cn2cnc3c2c(=O)n(C)c(=O)n3C)c1OC
28: CCOC(=O)Nc1ccc2c(c1)Nc1ccccc1S2
29: Cc1c(-c2ccccc2)oc2c(C(=O)N3CCN(c4ccccc4F)CC3)cccc2c1=O
30: CCOc1ccc(C(=O)N2CCC3(CC2)NCCc2[nH]cnc23)cc1OCC

Compound	25	26	27	28	29	30
Tb PGK inh	-11%	-9%	i	5%	-6%	4%
Pin1 inhibitor	2%	-2%	0%	-3%	-3%	0%
ERG Ets-DNA blk	-3%	1%	12%	-7%	-4%	-8%
GLS inhibitor	-1%	2%	-5%	5%	3%	1%
HP1b binding inh	28%	4%	33%	-42%	50%	56%[activator]
ALOX12 inh	-2%	5%	81%[activator]	?	13%	8%
TrxR1 inh	-10%	23%[57.1 µM]	16%[2.29 µM]	12%	-4%	31%[57.1 µM]
JMJD2A Tudor	-17%	-18%	?	40µM*	-15%	-15%
RGS4 inh	0%	-2%	?	-19%	4%	-5%[56.9 µM]

31: CCOc1cccc(OCCOCCn2cnc3ccccc3c2=O)c1
32: CN(C)S(=O)(=O)c1cccc(C(=O)N2CCN(C(=O)C3CCCO3)CC2)c1 (configuration not stated)
33: Cc1ccc2c(c1)COc1c3ccc(C(=O)NCC4CC4)cc3nn1-2
34: O=C(Nc1nonc1-c1ccc(F)cc1)c1ccco1
35: CCOC(=O)N1CCC(N2Cc3cccc(C(=O)Nc4cc(F)ccc4F)c3C2=O)CC1
36: O=C(Nc1ccc2c(c1)OCO2)N1CCN(c2cccc(C(F)(F)F)c2)CC1

Compound	31	32	33	34	35	36
Tb PGK inh	0%	1%	-11%	4%	i	9%
Pin1 inhibitor	?	-4%	6%	2%	-5%	-11%
ERG Ets-DNA blk	0%	-8%	2%	-6%	7%	-11%
GLS inhibitor	0%	1%	1%	3%	2%	1%
HP1b binding inh	31%	30%	42%[activator]	58%[activator]	36%	2%
ALOX12 inh	0%	1%	9%	2%	26%	-14%
TrxR1 inh	-1%	17%	15%[57.1 µM]	16%	15%[57.1 µM]	-7%
JMJD2A Tudor	-7%	1%	-7%	-26%	-8%	-16%
RGS4 inh	42%	2%	-4%	-2%	-9%	20%

37: Cc1ccc(S(=O)(=O)N2CCN(C(=O)Cn3nc(C(=O)O)c4ccccc4c3=O)CC2)cc1
38: CCOc1cc(C(=O)NC(C)CC)cc(OCC)c1OCC (configuration not stated)
39: CSc1nc2nc3c(cn2n1)C(=O)CC(c1ccccc1)C3 (configuration not stated)
40: COc1cccc(CNC(=O)c2c[nH]n3c(=O)c(Cl)c(C)nc23)c1
41: COc1ccc(CNC(=O)CCNS(=O)(=O)c2ccc(NC(C)=O)cc2)cc1OC

Compound	37	38	39	40	41
Tb PGK inh	-6%	6%	-7%	-4%	-2%
Pin1 inhibitor	3%	3%	?	0%	-5%
ERG Ets-DNA blk	0%	-1%	-2%	-5%	-18%
GLS inhibitor	-2%	7%	-2%	7%	2%
HP1b binding inh	50%[activator]	30%	19%	18%	30%
ALOX12 inh	-17%	0%	-14%	-18%	0%
TrxR1 inh	29%	9%[57.1 µM]	17%	9%	13%
JMJD2A Tudor	7%	-2%	-9%	-10%	-3%
RGS4 inh	-9%	21%	13%	-2%	7%
